Compound activity (PubChem)
SRC2 inh = inhibition of GAL4-SRC2 driven luciferase reporter, primary screen, SRC2 inhibitor project, cell-based, luminescence. HEK293 GAL4-SRC2 luciferase reporter. inhibition, % at 9 µM. 370,000 tested, 0.17% active. AID 651957, 2012;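 active means inhibition above the mean inhibition of all tested compounds plus 3 SD, set per campaign, cut at about 52% in these data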;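 further: 0% = DMSO treated cells and 100% = cells given Gossypol at 36 µM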
EBV LMP1 NFkB = EBV LMP1-driven NF-kappaB luciferase reporter inhibitors, primary screen, cell-based, luminescence, single point; LMP1-induced NF-kappaB luciferase reporter cells; 350,000 tested, 0.69% active; inhibition, % at 12.5 µM; in the data active means inhibition above about 41%;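 further: 0% = neutral control wells and 100% = reference inhibitor control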
Vif inh = HIV Vif self-association inhibitors, primary screen, imaging, HEK293T, single point. HEK293T cells, Vif self-association by quenched fluorescence, 24 h. AID 602346, 2012. inhibition, % at 7.49 µM. 340,000 tested, 0.35% active; in the data active means inhibition above about 50%, passing the limit was not always enough; further: some results filed as inactive read as strong as hits
TLR9-MyD88 inh = inhibitors of TLR9-MyD88 association in cells, primary screen, cell-based, CHO, BLA complementation, fluorescence. Toll-like receptor 9 (Homo sapiens) + Myeloid differentiation primary response protein …. CCF4 FRET ratio. inhibition, % at 4.98 µM. 340,000 tested, 0.21% active;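 active means inhibition above the mean over all tested compounds plus 3 SD, cut at about 21% in these data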;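 further: 0% = DMSO only wells and 100% = clavulanate BLA inhibitor control wells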
NR2F2 inh = NR2F2 transcriptional activity inhibitors, primary screen, cell-based, luciferase reporter, HEK293T, luminescence; COUP transcription factor 2 (Homo sapiens), P24468; HEK293T NGFI-A luciferase reporter; inhibition, % at 8.6 µM; 370,000 tested, 0.7% active;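 active means inhibition above a per-plate cutoff, mean inhibition of test wells between control levels plus 3 SD, cut at about 38% in these data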;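 further: cells cotransfected with COUP-TFII expression vector driving the NGFI-A reporter; 0% = median of COUP-TF2 test wells and 100% = reporter-only cells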
NOD2-RIPK2 inh = NOD2-RIPK2 binding disruptors in cells, primary screen, fluorescence, CHO cells, BLA complementation. Receptor-interacting serine/threonine-protein kinase 2 (Homo sapiens), O43353. CCF4 ratio. inhibition, % at 4.98 µM. 360,000 tested, 0.38% active; in the data active means inhibition above about 21%;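 further: 0% = vehicle only and 100% = reference blocker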
Target sequence (O43353 whole entry, looked up): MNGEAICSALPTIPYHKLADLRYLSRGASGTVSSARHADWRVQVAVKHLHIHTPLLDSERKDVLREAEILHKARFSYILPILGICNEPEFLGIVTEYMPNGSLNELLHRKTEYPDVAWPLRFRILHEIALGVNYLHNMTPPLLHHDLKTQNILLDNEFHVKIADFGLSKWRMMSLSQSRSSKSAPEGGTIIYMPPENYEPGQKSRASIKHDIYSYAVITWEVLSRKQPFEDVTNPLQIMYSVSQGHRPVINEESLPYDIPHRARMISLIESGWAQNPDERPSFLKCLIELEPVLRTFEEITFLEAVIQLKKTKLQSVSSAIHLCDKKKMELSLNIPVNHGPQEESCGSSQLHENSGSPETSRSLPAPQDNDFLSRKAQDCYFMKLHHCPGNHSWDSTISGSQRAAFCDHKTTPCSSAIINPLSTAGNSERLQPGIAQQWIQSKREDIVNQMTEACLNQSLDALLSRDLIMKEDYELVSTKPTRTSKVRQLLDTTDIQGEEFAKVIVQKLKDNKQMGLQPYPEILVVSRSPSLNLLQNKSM
C8 TRAIL sens = viability loss with TRAIL in NB7+C8 cells, primary screen, TRAIL sensitizer project, cell-based, ATPlite luminescence | inhibition (viability loss, TRAIL sensitization), % at 10 µM | 360,000 tested, 1% active | AID 624354, 2012;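 active means compounds causing at least 50% loss of cell viability in the single-dose screen, relative to plate controls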
SRC3 inh = SRC3 coactivator transcriptional activity inhibitors, primary screen, cell-based, luminescence. inhibition, % at 3.6 µM. 360,000 tested, 0.17% active. HEK293 GAL4-SRC3 luciferase reporter. Nuclear receptor coactivator 3 (Homo sapiens), Q9Y6Q9;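 active means inhibition above a per-campaign cutoff, the mean of all compounds plus 3 SD, cut at about 60% in these data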;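 further: 0% = DMSO-treated cells and 100% = gossypol-treated cells at 36 µM; higher means less SRC3-driven luciferase light from the GAL4 reporter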
TROY signal inh = inhibitors of TROY-driven NF-kB signaling, primary screen, Q293 LMP1-TROYcd cells, NF-kB luciferase, uHTS; 360,000 tested, 0.98% active; Q293 LMP1-TROYcd NF-kB luciferase reporter, 4 h; inhibition, % at 10 µM;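 active means compounds whose plate-normalised and pattern-corrected inhibition of the luciferase reporter signal at the single screening dose is 50% or more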
LRH-1 inv ag = LRH-1 (NR5A2) inverse agonists, primary screen, cell-based, luminescence, HEK293T, StAR-luciferase reporter; LRH-1 transfected, 24 h; inhibition, % at 3.6 µM; 360,000 tested, 0.13% active;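 active means inhibition above the mean inhibition of all tested compounds plus 3 SD, cut at about 73% in these data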;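 further: 0% = DMSO wells and 100% = reporter-only cells lacking LRH-1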
Target sequence (O00482 whole entry, looked up): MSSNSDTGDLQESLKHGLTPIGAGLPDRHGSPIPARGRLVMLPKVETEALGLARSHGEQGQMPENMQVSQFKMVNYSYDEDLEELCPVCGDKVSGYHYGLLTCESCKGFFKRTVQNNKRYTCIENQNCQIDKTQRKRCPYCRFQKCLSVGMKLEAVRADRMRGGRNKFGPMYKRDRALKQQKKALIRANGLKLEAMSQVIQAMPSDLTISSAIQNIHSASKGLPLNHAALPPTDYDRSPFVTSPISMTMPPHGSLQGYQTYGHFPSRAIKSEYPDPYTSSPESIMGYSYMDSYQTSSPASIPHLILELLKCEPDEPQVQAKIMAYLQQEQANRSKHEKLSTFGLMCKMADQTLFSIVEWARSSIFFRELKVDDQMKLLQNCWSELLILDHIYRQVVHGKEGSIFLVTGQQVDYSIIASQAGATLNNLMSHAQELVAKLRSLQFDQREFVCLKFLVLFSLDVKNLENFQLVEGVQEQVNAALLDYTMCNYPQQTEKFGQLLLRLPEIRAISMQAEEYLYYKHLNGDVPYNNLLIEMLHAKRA
SRC1 inh = SRC1 coactivator transcriptional activity inhibitors, primary screen, cell-based, luminescence. Nuclear receptor coactivator 1 (Homo sapiens), Q15788. HEK293 GAL4-SRC1 luciferase reporter. inhibition, % at 3.6 µM. 360,000 tested, 0.12% active;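 active means inhibition above the campaign mean plus 3 SD, with each screening campaign given its own cutoff, cut at about 60% in these data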;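 further: 0% = DMSO treated cells and 100% = gossypol at 36 µM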
Active calls of the source: *; / = no result given. Not all compounds are listed; count on the stated rates, not on these rows.

Results follow in this order: SRC2 inh, EBV LMP1 NFkB, Vif inh, TLR9-MyD88 inh, NR2F2 inh, NOD2-RIPK2 inh, C8 TRAIL sens, SRC3 inh, TROY signal inh, LRH-1 inv ag, SRC1 inh
> CC1CC(NC(=O)c2c(O)nc3ccccn3c2=O)CC(C)(C)C1 (centres undefined)
    -10, -2, 13, 3, -1, -5, -7, 7, -15, -25, -7
> COc1ccc(N2CCN(C(CNC(=O)c3cccs3)c3ccco3)CC2)cc1 (centres undefined)
    11, -4, -3, -1, -1, -11, 5, -8, -26, 1, -10
> C=CCSC1=C(C#N)C(c2ccccc2Cl)C(C(=O)c2cccs2)C(O)(C(F)(F)F)N1 (centres undefined)
    18, 0, -14, -5, 9, 7, 4, 21, 33, 4, -2
> O=C(NCC(=O)N(c1cccnc1)C(C(=O)NC1CCCCC1)c1ccccc1F)c1ccco1 (centres undefined)
    9, -5, 11, 10, -7, -12, -1, -32, -2, 4, 3
> CCN(CC)S(=O)(=O)c1ccc(N2CCOCC2)c(NC(=O)c2ccc3c(c2)OCCO3)c1
    15, 2, -8, -8, -12, -12, -21, -1, -24, 18, -6
> CCOC(=O)COc1cc(O)c2c(=O)cc(-c3ccccc3)oc2c1
    -12, 2, 0, 8, 6, -7, 16, 1, -6, -2, 5
> Cc1ccc(C(=O)NCc2ccc3c(c2)OCO3)c(C)c1
    2, -3, 14, 2, 3, -6, -2, -27, -13, -11, -8
> Cc1nnc2ccc(Oc3ccc(-c4ccccc4)cc3)nn12
    13, 1, -9, 5, -8, -7, 4, 10, 26, 21, 3
> O=C(Nc1cccc(NC(=O)c2ccccc2F)c1)c1ccccc1
    -48, 5, -15, -2, -23, 4, 4, 9, -13, 5, -5
> O=C(CSc1nc2[nH]ncc2c(=O)n1-c1ccc(Cl)c(Cl)c1)NCc1ccccc1Cl
    -2, 1, -2, -3, 4, -11, -9, 1, -1, 2, 7
> Cc1ccc(NC(=O)CSCC(=O)Nc2ccccc2C(=O)NC2CC2)cc1
    0, 40, -4, 0, 9, -4, 6, -1, -29, -11, -20
> N#Cc1ccsc1NC(=O)CN1CCN(c2ccccn2)CC1
    0, -10, -3, -4, 0, -10, 0, 3, 4, 4, 6
> COc1ccc(/C=C/c2noc(-c3ccccc3OC(C)=O)n2)cc1
    -49, 10, -4, 3, -4, 5, 12, -70, 49, -81, -79
> CC(C)[C@@H]1N[C@]2(C(=O)Nc3ccccc32)[C@@H]2C(=O)N(c3cccc(C(F)(F)F)c3)C(=O)[C@@H]21
    11, -6, -3, -17, 14, 4, -7, 4, -1, 4, -9
> CS(=O)(=O)c1ccc2nc(NC(=O)CCNC(=O)c3ccc(Cl)cc3)sc2c1
    -36, -29, -9, 2, -8, 5, 12, -4, -33, 13, -33
> COC(=O)NNC(=O)CCCOc1ccc(Cl)cc1Cl
    13, 1, -3, 2, -2, -8, -9, 17, -9, -17, -22
> Cc1cc(N2CCCCC2)nc(N)n1
    -25, -25, 14, 0, 5, 3, -9, 1, -3, 13, 1
> COc1ccc(OC)c(NC(=O)CC2SC(=Nc3ccccc3)N(CCc3ccccn3)C2=O)c1 (centres undefined)
    21, -3, -2, 4, 12, 2, 2, 2, -6, -7, 12
> Cc1ccc(C(=O)N2NC(c3ccccc3F)C3C(=O)N(c4cccc(C)c4)C(=O)C32)cc1 (centres undefined)
    -10, -1, 2, -5, -9, 5, 2, -9, -1, 12, 5
> C/C=C\C=C/C(=O)Nc1cccc(C2=NOC3(C2)C[C@@H](C(N)=O)N(C(=O)/C=C/CC)C3)c1 (some centres undefined)
    /, 6, /, -4, /, -7, -1, -23, -3, -32, -14
> O=C(Nc1ccccc1C(=O)NCc1cccnc1)c1cccc([N+](=O)[O-])c1
    -28, 11, -3, -13, -18, 2, -3, 13, 5, 22, -9
> O=S(=O)(c1ccccc1)N(C1=NCCS1)S(=O)(=O)c1ccccc1
    22, -6, -4, -7, -5, -4, 2, 13, -12, -4, -9
> COc1cccc(S(=O)(=O)N(C)C[C@@H]2Oc3cc(C#CCN(C)C)ccc3S(=O)(=O)N([C@H](C)CO)C[C@@H]2C)c1
    4, -8, 11, -5, 11, 8, -1, -14, -3, 2, -11
> CCOC(=O)c1nnn(-c2nonc2N)c1-c1ccccc1Cl
    14, 1, 3, -3, 13, -4, -4, 10, -17, -3, -22
> Cc1nc2ccc(NC(=O)c3ccc([N+](=O)[O-])cc3)cc2s1
    1, 3, 3, -2, -23, -2, -6, -2, -6, -6, -6
> O=C(CN1C(=O)NC2(CCCC2)C1=O)NCC1CCCO1 (centres undefined)
    -14, 0, -4, -7, -4, -1, 28, 13, -13, 15, 8
> COc1cc(/C=N/NC(=O)CN2CCCCC2)ccc1OCc1ccccc1
    -53, -16, -3, -5, -1, 0, -1, -6, -53, -26, -20
> CN(C(=S)NC1CCCCC1)C1(c2ccccc2Cl)CCCCC1=O (centres undefined)
    13, 3, -8, 1, 5, 2, 5, 5, 10, -1, -3
> Cc1ccc(CNC(=O)CCSCCC(=O)NCc2ccc(C)cc2)cc1
    -9, 10, 7, 12, 6, -1, 26, 11, -28, 0, -12
> O=C(Nc1nnc([C@@H]2C[C@H](O)[C@@H](CO)O2)s1)c1ccc(Oc2ccccc2)cc1
    1, /, 0, /, -5, -13, -6, 2, -1, 3, 1
> COc1ccc(CN(C)C[C@H]2OCCCC[C@H](C)Oc3ccc(NC(=O)CCC(F)(F)F)cc3C(=O)N([C@@H](C)CO)C[C@@H]2C)cc1
    7, 7, 12, -10, -7, -9, -3, 10, 4, 18, 14
> Cc1ccc(S(=O)(=O)Nc2ccccc2-c2nc3ccccc3[nH]c2=O)cc1
    10, 0, -2, -8, 6, -10, 15, -3, -19, -5, -1
> COc1ccc(C(=O)N2CCN(c3ccc(C)cc3C)CC2)cc1OC
    15, -1, 0, -2, 13, -4, -4, 7, 5, -15, 12
> CCCCn1c(N)c(N(CCOC)C(=O)c2ccc(-c3ccc(Cl)cc3)o2)c(=O)[nH]c1=O
    8, -3, -2, 5, -12, 0, -4, -25, -6, 8, -4
> CCOC(=O)C(C)Oc1c(Br)cc(C2NC(=O)NC(C)=C2C(C)=O)cc1OCC (centres undefined)
    -7, -1, 6, 8, 18, -3, 9, -4, 24, -21, -3
> CCOC(=O)N1CCC(NC(=O)c2cccn3c(=O)c4cc(Br)ccc4nc23)CC1
    -11, 1, -2, 7, 10, -6, 10, 10, 0, -10, -19
> COc1ccccc1OCCC(=O)Nc1nc(C)cs1
    0, -5, 1, 4, -17, 0, 18, 7, -30, -19, -7
> Cc1nc2ccccn2c1C(=O)Nc1ccc2c(c1)OCCO2
    7, 25, 1, -7, -6, -10, 25, -6, 67*, -45, -75
> CCOC(=O)C1CCN(C(=O)c2sc3nc(-c4ccccc4)cn3c2C)CC1
    1, 3, -4, -6, -9, 10, 0, -10, 1, 1, -6
> O=C(Nc1nccs1)C1CC(=O)N(Cc2ccco2)C1 (centres undefined)
    12, -36, -7, 4, 6, -4, 2, 15, -2, 7, 3
> O=C(c1ccc(Cl)cc1)N1N=C(c2ccccn2)CC1(O)C(F)(F)F (centres undefined)
    -28, 17, 21, -9, 5, -12, 0, 11, 6, -7, -37
> Cc1cc(-c2ccccc2)nc(Cl)c1C#N
    4, -9, 3, 3, 5, -12, 5, 12, 17, 6, 2
> O=C(Nc1nc(-c2ccccn2)cs1)c1ccc(Cl)s1
    -20, 73*, -23, 8, 2, -8, 13, 4, -59, 15, 0
> CCOc1ccc(OCC)c(-c2c(=O)n(OCc3ccccc3Br)c3ccccc3[n+]2[O-])c1
    -26, 8, -2, 0, -20, 7, -18, 12, 14, 6, 1
> O=C(CSc1nc2ccccc2[nH]1)Nc1cc(C(F)(F)F)ccc1N1CCOCC1
    -4, 6, -13, -2, 15, 2, 6, 11, /, 9, 15
> O=CNCCCc1nc2ccccc2n1Cc1cccc2ccccc12
    -8, 4, 1, 5, 2, 10, 0, 7, 12, 13, -81
> CSc1nc(-c2ccc(C)cc2)nc(N)c1C#N
    9, -36, -6, 2, 14, 12, -7, 14, 12, 13, 4

Rewritten with bars between the fields: 7 of the compounds above.
mol | SRC2 inh | EBV LMP1 NFkB | Vif inh | TLR9-MyD88 inh | NR2F2 inh | NOD2-RIPK2 inh | C8 TRAIL sens | SRC3 inh | TROY signal inh | LRH-1 inv ag | SRC1 inh
Cc1ccc(NC(=O)CSCC(=O)Nc2ccccc2C(=O)NC2CC2)cc1 | 0 | 40 | -4 | 0 | 9 | -4 | 6 | -1 | -29 | -11 | -20
N#Cc1ccsc1NC(=O)CN1CCN(c2ccccn2)CC1 | 0 | -10 | -3 | -4 | 0 | -10 | 0 | 3 | 4 | 4 | 6
COc1ccc(/C=C/c2noc(-c3ccccc3OC(C)=O)n2)cc1 | -49 | 10 | -4 | 3 | -4 | 5 | 12 | -70 | 49 | -81 | -79
CC(C)[C@@H]1N[C@]2(C(=O)Nc3ccccc32)[C@@H]2C(=O)N(c3cccc(C(F)(F)F)c3)C(=O)[C@@H]21 | 11 | -6 | -3 | -17 | 14 | 4 | -7 | 4 | -1 | 4 | -9
CS(=O)(=O)c1ccc2nc(NC(=O)CCNC(=O)c3ccc(Cl)cc3)sc2c1 | -36 | -29 | -9 | 2 | -8 | 5 | 12 | -4 | -33 | 13 | -33
COC(=O)NNC(=O)CCCOc1ccc(Cl)cc1Cl | 13 | 1 | -3 | 2 | -2 | -8 | -9 | 17 | -9 | -17 | -22
Cc1cc(N2CCCCC2)nc(N)n1 | -25 | -25 | 14 | 0 | 5 | 3 | -9 | 1 | -3 | 13 | 1

Laid out differently: entries from further up.
SMILES,SRC2 inh,EBV LMP1 NFkB,Vif inh,TLR9-MyD88 inh,NR2F2 inh,NOD2-RIPK2 inh,C8 TRAIL sens,SRC3 inh,TROY signal inh,LRH-1 inv ag,SRC1 inh
CCOC(=O)C(C)Oc1c(Br)cc(C2NC(=O)NC(C)=C2C(C)=O)cc1OCC (centres undefined),-7,-1,6,8,18,-3,9,-4,24,-21,-3
CCOC(=O)N1CCC(NC(=O)c2cccn3c(=O)c4cc(Br)ccc4nc23)CC1,-11,1,-2,7,10,-6,10,10,0,-10,-19
COc1ccccc1OCCC(=O)Nc1nc(C)cs1,0,-5,1,4,-17,0,18,7,-30,-19,-7

Some of these compounds in order of heavy-atom count, descending:
Results follow in this order: SRC2 inh, EBV LMP1 NFkB, Vif inh, TLR9-MyD88 inh, NR2F2 inh, NOD2-RIPK2 inh, C8 TRAIL sens, SRC3 inh, TROY signal inh, LRH-1 inv ag, SRC1 inh
> CCOc1ccc(OCC)c(-c2c(=O)n(OCc3ccccc3Br)c3ccccc3[n+]2[O-])c1
    -26, 8, -2, 0, -20, 7, -18, 12, 14, 6, 1
> COc1ccccc1OCCC(=O)Nc1nc(C)cs1
    0, -5, 1, 4, -17, 0, 18, 7, -30, -19, -7
> Cc1cc(-c2ccccc2)nc(Cl)c1C#N
    4, -9, 3, 3, 5, -12, 5, 12, 17, 6, 2
